High-throughput results (PubChem)
Dengue-2 NS5 capping – Dengue-2 NS5 methyltransferase inhibitors, primary screen, biochemical, confirmation dose response (AID 588689). actives 0.3% (n = 340,000). one-dose inhibition, % at 25 µM; IC50 in µM for titrated hits. Dengue-2 NS5 methyltransferase capping enzyme assay, biochemical; higher % means a stronger effect. Genome polyprotein (Dengue virus type 2 (strain 16681-PDK53)); in the data active = a potency from the dose series; inconclusive = inhibition above about 29% without an active follow-up result
MgcRacGAP inhibition – MgcRacGAP GTPase-activating activity inhibitors, confirmation, biochemical, ADP Hunter fluorescence; Rac GTPase-activating protein 1 (Homo sapiens); one-dose inhibition, % at 30 µM; IC50 in µM for titrated hits; MgcRacGAP-stimulated Rac1 GTP hydrolysis, ADP Hunter fluorescence; higher % means a stronger effect; GST-tagged Rac1 F28L mutant substrate; actives 0.6% (n = 340,000); AID 624330, 2012;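 active = first-screen hits whose inhibition reached a set limit at any dose in the follow-up dose series; inconclusive = inhibition above the set first-screen limit but never retested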;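 note: fluorescence reports GDP produced by GAP-driven GTP hydrolysis; strong numbers were not always called active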
PhoP inhibition – inhibitors of PhoP regulon expression, primary screen, Salmonella Typhimurium, GFP reporter (AID 1863). S. Typhimurium PhoP-regulated promoter GFP reporter, 4 h; higher % means a stronger effect. one-dose inhibition, % at 50 µM; IC50 in µM for titrated hits. actives 0.16% (n = 300,000);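 active = inhibition over 29.93%, a cutoff 3 SD above the screen mean, later confirmed by dose response; inconclusive = inhibition over 29.93% but no dose response follow-up; inactive = inhibition at most 29.93% or unconfirmed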;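 note: 0% = low Mg2+ inducing control and 100% = high Mg2+ repressing control; strong numbers were not always called active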
NTR1 agonist – agonists of NTR1, primary screen, imaging, U2OS cells, beta-arrestin-GFP, high content (AID 493036). Neurotensin receptor type 1 (Homo sapiens), P30989. NTR1-U2OS beta-arrestin-GFP spot imaging, agonist mode. activation, % at 20 µM. actives 0.17% (n = 330,000);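 active = activation at or above 40% of the spot to cytoplasm intensity ratio, with at least 20 cells analyzed; inconclusive = wells under 20 cells, flagged as cytotoxic or low count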;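 note: 0% = DMSO without peptide and 100% = 100 nM NTR1 peptide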
Target sequence (P30989 whole entry, looked up): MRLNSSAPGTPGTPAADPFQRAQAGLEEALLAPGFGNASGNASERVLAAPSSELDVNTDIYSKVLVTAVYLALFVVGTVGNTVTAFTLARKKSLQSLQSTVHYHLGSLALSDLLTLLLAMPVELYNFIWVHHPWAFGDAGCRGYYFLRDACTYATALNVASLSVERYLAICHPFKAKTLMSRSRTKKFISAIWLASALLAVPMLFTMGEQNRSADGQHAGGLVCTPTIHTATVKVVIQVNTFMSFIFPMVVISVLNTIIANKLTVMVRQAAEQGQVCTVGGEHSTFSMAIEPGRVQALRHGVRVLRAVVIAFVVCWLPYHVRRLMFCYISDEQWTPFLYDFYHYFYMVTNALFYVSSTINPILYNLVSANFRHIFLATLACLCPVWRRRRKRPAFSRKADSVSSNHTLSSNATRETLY
RSV antiviral HEp-2 – RSV antiviral activity via CPE protection, HEp-2 cells, primary 10 µM value included (AID 2391); HEp-2 cells, RSV-induced CPE inhibition; higher % means a stronger effect; CPE inhibition, % at 10 µM; hits with a dose series show IC50 in µM; actives 0.13% (n = 310,000); in the data active = a potency from the dose series; inconclusive = CPE inhibition mostly from about 23% at the one dose, without a potency; inactive = the rest, 99 in 100 with CPE inhibition below about 21%; note: strong numbers were not always called active
Large T inhibition – SV40 large T antigen inhibitors, biochemical (AID 1903); SV40 large T antigen ATPase/helicase inhibition assay; higher % means a stronger effect; inhibition, % at 20 µM; hits with a dose series show IC50 in µM; actives 0.39% (n = 310,000); in the data active = a potency from the dose series; inconclusive = inhibition mostly from about 32% at the one dose, without a potency; inactive = the rest, 99 in 100 with inhibition below about 32%; note: strong numbers were not always called active
West Nile antiviral – West Nile virus antiviral activity, cell-based, CPE readout (AID 1621). West Nile virus-infected cells, CPE inhibition; higher % means a stronger effect. CPE inhibition, % at 10 µM, or IC50 in µM where a hit was titrated. actives 0.02% (n = 290,000); in the data active = a potency from the dose series; inconclusive = CPE inhibition mostly from about 3.7% at the one dose, without a potency; inactive = the rest, 99 in 100 with CPE inhibition below about 2.2%; note: strong numbers were not always called active
UTI89 phage lysis – inhibition of K1F phage lysis, E. coli UTI89, bacterial capsule biogenesis inhibitors, alamar blue (AID 488966); E. coli UTI89 K1F phage lysis, alamar blue, 2 h; higher % means a stronger effect; inhibition, % at 100 µM, or IC50 in µM where a hit was titrated; actives 0.02% (n = 340,000);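 active = phage lysis inhibition, versus mean bacterial control, above a set limit; inconclusive = no clear call, values can overlap the other calls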;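 note: capsule biogenesis inhibitors block K1F phage lysis so surviving cells raise fluorescence; higher fluorescence means more inhibition of phage lysis; actives were called in the ten point dose series up to 300 µM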
T cell HTS – modulators of CD8 T cell-vesicle binding, primary screen, mouse 2C CD8+ T cells, flow cytometry | 2C CD8+ T cell-vesicle binding; stronger effect = lower value | calls only at 7 µM | actives 0.068% (n = 330,000);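 active = response, share of CD8 T cells binding vesicles, and their 90th percentile fluorescence all below set limits, cut at about 80% in these data, passing the limit was not always enough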
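incubation = binding step 1.5 h, 37 °C, antibody labelling 20 min, ice | test system = 2C mouse CD8+ T cells | read-out basis = percent CD8+ FL2 mean versus row control | controls = Peptide-free naked vesicles (low) and QL9 vesicles with 0.7% DMSO vehicle (high) | detection = flow cytometry of vesicle-bound cells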
T cell HTS vesicle-bound % – recorded beside T cell HTS, whose call it bears; double positive events, %; measured here: CD8+ vesicle-bound cell fraction;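 binding gate set so that unloaded-vesicle control wells show 10% double positive cells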
NTR1 agonist cell count 20 µM – further read-out of NTR1 agonist, marked with its call; cell count; measured here: cell count, cytotoxicity flag
Numbers without * were called inactive; i = inactive; ? = inconclusive; . = no result given; [ ] = remark or other dose. Random draw from the library. About 1.5% of those tested had a hit in this group.

SMILES	Dengue-2 NS5 capping	MgcRacGAP inhibition	PhoP inhibition	NTR1 agonist	NTR1 agonist cell count 20 µM	RSV antiviral HEp-2	Large T inhibition	West Nile antiviral	UTI89 phage lysis	T cell HTS	T cell HTS vesicle-bound %
CCOC(=O)N1CCN(C(=O)c2ccc3c(=O)n(CCC4=CCCCC4)c(=S)[nH]c3c2)CC1	-1%	3%	-4%	9.8	58	-0.7%	2%	-0.1%	4.4%	i	29
C[C@@H](C(=O)NCC1CC1)[C@H]1C[C@]1(C)[C@H](NC(=O)OCc1ccccc1)c1ccccc1	-7%	3%	4%	-0.6	84	1.5%	8%	-0.6%	-0.2%	i	24
Cc1ccc(C)c(NC(=S)Nc2ccc(S(=O)(=O)Nc3ncccn3)cc2)c1	-3%	6%	2%	4.2	45	1.1%	2%	-0.1%	2.3%[50 µM]	i	56
COC(=O)c1cc(CSc2ncnc3sccc23)oc1C	8%	4%	1%	0.8	45	16%	10%	-0.7%	0.0%	i	24
c1ccc(-c2csc(N3CCSCC3)n2)cc1	-2%	9%	-3%	2.2	21	4.0%	9%	0.1%	-1.3%	i	60
CN(C(=O)c1ccno1)c1nnc(-c2ccccn2)s1	12%	-1%	7%	-1.2	56	0.2%	6%	0.2%	1.1%	i	58
CC(=O)N[C@@H](Cc1c[nH]c2ccccc12)C(=O)OCC(=O)Nc1ccc(Cl)c(S(=O)(=O)N(C)C)c1	-9%	-2%	-1%	3.9	42	-2.4%	-6%	0.0%	0.4%	i	1
O=S(=O)(c1ccc2c(c1)OCCO2)N1CCN(S(=O)(=O)c2ccco2)CC1	0%	5%	.	-1.5	55	.	.	.	0.9%	i	24
Cc1ccc2[nH]c(C(=O)O)c(NC(=O)c3ccccc3[N+](=O)[O-])c2c1	-6%	10%	-2%	-0.1	51	2.2%	26%	0.2%	0.7%[50 µM]	i	51
COc1cc(C(=O)Nc2cccc(NC(=O)c3ccccc3)c2)cc(OC)c1OC	-7%	-2%	12%	2.9	57	1.5%	3%	-0.8%	-2.9%	i	54
COc1ccc([C@H]2CC(=O)C=C(c3ccc4c5c(cccc35)CC4)C2)cc1	-3%	-4%	.	0.6	73	2.5%	.	.	0.2%	i	43
CCOC(=O)C1CCN(CC(=O)Nc2ccc(OC)c(Cl)c2)CC1	5%	28%	7%	0.6	41	1.8%	3%	0.6%	-0.2%	i	16
Cc1onc(-c2ccccc2)c1C(=O)Nc1cccc(OC(C)C)c1	-7%	4%	-11%	-5.7	90	1.2%	-1%	-0.2%	1.9%	i	25
COc1ccc(NC(=O)N2CCCC2)cc1OC	-10%	6%	5%	-1.2	73	2.8%	1%	0.6%	0.2%	i	56
CC(=O)Nc1ccc(/C=N/Nc2ccc(C(=O)c3c(C)cc4ccccn34)cc2[N+](=O)[O-])cc1	2%	9%	-3%	1.3	53	1.4%	11%	-0.2%	0.0%	i	19
COc1ccc(C(=O)CSc2nc3nc(C)cc(C)n3n2)cc1OC	-3%	14%	7%	1.3	52	-0.8%	12%	-0.4%	2.8%[50 µM]	i	55
Cc1cccc(N2CCN(C(=O)c3cc(C)oc3C)CC2C)c1 (stereo not given)	4%	-3%	5%	3.1	75	2.1%	2%	0.1%	1.1%[50 µM]	i	45
Cn1c(-c2nonc2N)nc2ccccc21	-5%	3%	1%	-0.2	53	7.8%	3%	-0.5%	-0.2%	i	59
Cc1cc(Cl)ccc1N=C1N=C(N)c2ccccc21	-3%	0%	14%	2.9	44	3.0%	-3%	-0.1%	-0.8%[50 µM]	i	5
O=C(c1cncc(Br)c1)N1CCN(c2ccc(N3CCOCC3)nn2)CC1	-1%	-1%	4%	-1.5	54	3.1%	2%	-0.3%	0.3%	i	35
CCc1c(C)sc(NC(=O)c2cc(-c3ccc(O)cc3)on2)c1C#N	2%	5%	-11%	0.2	50	1.5%	4%	0.2%	-2.7%	i	28
CCOC(=O)C1CCN(C(=S)Nc2ccc(C)cc2)CC1	2%	-9%	-14%	-0.8	36	2.9%	-1%	0.3%	-0.1%	i	6
Cc1ccc(S(=O)(=O)N2[C@@H](c3ccccc3F)C(C(=O)O)=CC[C@H]2c2cccc(C)c2)cc1	8%	1%	2%	33	99	5.4%	20%	.	-0.4%	i	41
CN(C)C(CNC(=O)c1ccc(OCc2cn3ccccc3n2)cc1)c1ccco1 (stereo not given)	-3%	8%	.	-0.8	53	-0.4%	.	.	1.4%[50 µM]	i	24
CC(=O)NNC(=O)CCn1nnc(-c2ccc(Cl)cc2)n1	-2%	5%	.	-0.2	36	1.2%	.	0.6%	-0.2%	i	31

Five compounds from above, sorted by the value under PhoP inhibition, high to low.
SMILES	Dengue-2 NS5 capping	MgcRacGAP inhibition	PhoP inhibition	RSV antiviral HEp-2	Large T inhibition	West Nile antiviral	T cell HTS	T cell HTS vesicle-bound %
Cc1cc(Cl)ccc1N=C1N=C(N)c2ccccc21	-3%	0%	14%	3.0%	-3%	-0.1%	i	5
COc1ccc(NC(=O)N2CCCC2)cc1OC	-10%	6%	5%	2.8%	1%	0.6%	i	56
C[C@@H](C(=O)NCC1CC1)[C@H]1C[C@]1(C)[C@H](NC(=O)OCc1ccccc1)c1ccccc1	-7%	3%	4%	1.5%	8%	-0.6%	i	24
COC(=O)c1cc(CSc2ncnc3sccc23)oc1C	8%	4%	1%	16%	10%	-0.7%	i	24
CCc1c(C)sc(NC(=O)c2cc(-c3ccc(O)cc3)on2)c1C#N	2%	5%	-11%	1.5%	4%	0.2%	i	28

Remaining list, next part
SMILES	Dengue-2 NS5 capping	MgcRacGAP inhibition	PhoP inhibition	NTR1 agonist	NTR1 agonist cell count 20 µM	RSV antiviral HEp-2	Large T inhibition	West Nile antiviral	UTI89 phage lysis	T cell HTS	T cell HTS vesicle-bound %
COc1ccc(NC(=O)CSc2ccc(-c3ccco3)nn2)c(OC)c1	-3%	1%	6%	0.1	71	4.8%	14%	-0.6%	0.2%	i	12
CC1CCCN(Cc2c(O)ccc3c(=O)c(-c4nc5ccccc5s4)c(N)oc23)C1 (stereo not given)	-5%	7%	2%	16	76	8.9%	2%	32%	i	i	34
CCCCOC(=O)NC(NCC(O)c1ccccc1)(C(F)(F)F)C(F)(F)F (stereo not given)	-3%	0%	24%	-0.1	57	0.9%	4%	0.3%	3.2%	i	34
CCN(CC)c1ccc(/C=N\NC(=O)c2cccc3cc[nH]c23)cc1	-5%	21%	-7%	3.3	49	.	23%	0.7%	1.1%	i	18
COC(=O)CC/C(O)=C1\C(=O)CC(C)(C)CC1=Nc1ccccc1OC	3%	0%	17%	0.5	48	1.9%	6%	-0.6%	0.9%	i	28
Cc1cc(C)c2c(=O)n(CC(=O)NCCCN3CCN(c4ccccc4F)CC3)sc2n1	.	.	-2%	1.1	64	-1.2%	14µM*	.	.	i	23
Nc1nc(-c2ccccc2)c(-c2ccccc2)o1	16%	-17%	-1%	-0.1	54	1.9%	5%	0.6%	-0.7%	i	9
Cc1nnc(SC(=O)N2c3ccccc3Sc3ccccc32)s1	-8%	28%	7%	7.0	52	-3.4%	23%	1.2%	0.0%	i	19
COc1ccc2c(c1OC)C(=O)OC2N1C(=O)CC[C@H]1C(=O)NCC1CCCO1 (stereo not given in full)	-2%	5%	-7%	1.2	96	0.7%	12%	0.0%	2.7%	i	21
COCCCNc1nc2c(c(=O)[nH]c(=O)n2C)n1CC(O)COc1ccccc1 (stereo not given)	-5%	10%	-4%	0.3	60	1.0%	0%	-0.8%	0.2%	i	52
CCCCC(=O)Nc1nc(-c2ccc(S(=O)(=O)N3CCOCC3)cc2)cs1	-11%	8%	-3%	2.0	57	7.3%	12%	-0.1%	-0.1%	i	17
Cc1cc(NC(=O)CSc2nnc(-c3ccc4c(c3)OCCO4)o2)no1	3%	1%	-12%	-1.1	49	0.5%	-1%	0.7%	5.5%	i	20
O=C(COc1ccc([N+](=O)[O-])cc1)NCc1ccncc1	.	.	1%	-0.2	23	0.7%	20%	0.3%	.	i	56
O=C(CNC(=O)c1ccccc1)OCC(=O)c1ccccc1Cl	3%	9%	-4%	0.7	66	1.1%	1%	0.1%	0.3%	i	10
Cc1noc(C)c1COC(=O)[C@H](C)NS(=O)(=O)c1ccc(Cl)c(Cl)c1	-5%	11%	4%	0.2	48	-0.3%	-3%	0.2%	0.5%	i	25
Cc1cc(C)nc(SC2CC(=O)N(c3ccc(C)c(C)c3)C2=O)n1 (stereo not given)	-3%	6%	1%	1.1	58	6.8%	6%	-1.0%	0.0%	i	39
CCOC(=O)N1CCN(S(=O)(=O)c2ccc(C(=O)N(CCCN(C)C)c3nc4c(C)c(C)ccc4s3)cc2)CC1	-5%	6%	6%	3.9	63	0.2%	6%	.	1.0%[50 µM]	i	42
O=C(NCc1cccc(Br)c1)C1CC2Cn3c(nc4ccccc43)C2N1Cc1ccccc1 (stereo not given)	0%	3%	1%	-0.9	76	7.5%	7%	-0.5%	0.1%	i	18
Cc1ccccc1CNC(=O)CCn1nc(C)c2c(C)n(-c3ccccc3)nc2c1=O	-3%	13%	-5%	0.5	67	2.8%	8%	0.1%	0.3%	i	52
Cc1c(C(=O)N2CCc3ccccc3C2)oc2ccc(Br)cc12	2%	9%	0%	13	70	?	3%	.	0.5%[50 µM]	i	20
CC(C)CC1Nc2ncnc(N3CCCCC3)c2N(Cc2ccc(Br)cc2)C1=O (stereo not given)	-7%	8%	-5%	1.1	107	15%	20%	.	1.2%	i	55
CC[n+]1ccc(C)c2cc(SC(F)(F)F)ccc21	.	-6%	-1%	-0.5	67	1.8%	9%	-0.5%	1.1%	i	70
O=C(O)c1ccccc1C(=O)Nc1ccc(-n2ccc(C(F)(F)F)n2)cc1	9%	15%	-9%	0.6	54	.	12%	0.1%	-0.7%	i	44

Some entries already given, showing only UTI89 phage lysis and West Nile antiviral:
| Structure | UTI89 phage lysis | West Nile antiviral |
| --- | --- | --- |
| CCCCC(=O)Nc1nc(-c2ccc(S(=O)(=O)N3CCOCC3)cc2)cs1 | -0.1% | -0.1% |
| Cc1cc(NC(=O)CSc2nnc(-c3ccc4c(c3)OCCO4)o2)no1 | 5.5% | 0.7% |
